PLC-beta3 inh: inhibitors of human phospholipase C beta3; 370,000 tested, 0.18% active; inhibition, % at 12.2 µM; Q01970; Purified PLC-beta3, fluorogenic substrate, fluorescence; AID 720704; in the data active = inhibition above about 11%;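 also: 0% = median of compound wells on plate and 100% = full blocker control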
DAX1 inh-1: inhibits human nuclear receptor DAX1; 340,000 tested, 0.99% active; inhibition, % at 6.75 µM; HEK293 Gal4-DAX1 luciferase reporter, luminescence; AID 504766;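 active = inhibition above the mean over all tested compounds plus 3 SD, cut at about 4.2% in these data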;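 also: 0% = DAX1-transfected cells with DMSO and 100% = empty-vector control cells with DMSO; inhibition shows as a rise in luminescence from relieved DAX1 repression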
Target sequence (P51843 207-470 limits assumed): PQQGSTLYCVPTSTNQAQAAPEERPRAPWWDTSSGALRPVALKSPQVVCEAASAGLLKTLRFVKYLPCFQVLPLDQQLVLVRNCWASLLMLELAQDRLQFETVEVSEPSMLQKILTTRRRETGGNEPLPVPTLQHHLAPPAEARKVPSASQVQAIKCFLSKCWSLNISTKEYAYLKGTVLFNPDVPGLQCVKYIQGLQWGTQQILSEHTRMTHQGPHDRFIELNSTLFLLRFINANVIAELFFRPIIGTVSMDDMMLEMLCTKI
GAA850 FXN act: frataxin GAA850 promoter activation; HEK293 lucGAA850 FXN promoter luciferase reporter, 24 h; percent of 10 µM SAHA response; activation, % at 6 µM; 360,000 tested, 0.56% active; AID 540364;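 active = activation above the average of all compounds screened plus 3 SD, cutoff fixed separately per campaign, cut at about 7.5% in these data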;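 also: 0% = DMSO wells and 100% = 10 µM SAHA wells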
DAX1 inh-2: blocks DAX1 repression of SF-1 activated StAR promoter; HEK293T StAR-luciferase reporter, SF-1/DAX-1 repression relief; inhibition, % at 6.8 µM; 370,000 tested, 1.1% active; AID 652010;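 active = inhibition above the mean over all tested compounds plus 3 SD, cut at about 3.6% in these data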;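 also: 0% = DAX-1 cells with DMSO and 100% = cells lacking DAX-1 with DMSO; higher inhibition means more luminescence from relief of DAX-1 repression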
PLC-gamma1 inh: PLC-gamma1 (human) inhibition, primary screen. purified PLC-gamma1, fluorogenic substrate, fluorescence. inhibition, % at 12.2 µM. 370,000 tested, 0.84% active; in the data active = inhibition above about 9.5%
ADAM17 inh: ADAM17 inhibition, QFRET primary screen | P78536 | recombinant ADAM17, EDANS/DABCYL FRET peptide cleavage | 370,000 tested, 0.83% active | inhibition, % at 6.95 µM;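 active = inhibition above the mean of compounds lying between control limits plus 3 SD, set per campaign, cut at about 8.5% in these data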;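 also: 0% = DMSO-only wells as the low control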
Target sequence (P78536 215-824 limits assumed): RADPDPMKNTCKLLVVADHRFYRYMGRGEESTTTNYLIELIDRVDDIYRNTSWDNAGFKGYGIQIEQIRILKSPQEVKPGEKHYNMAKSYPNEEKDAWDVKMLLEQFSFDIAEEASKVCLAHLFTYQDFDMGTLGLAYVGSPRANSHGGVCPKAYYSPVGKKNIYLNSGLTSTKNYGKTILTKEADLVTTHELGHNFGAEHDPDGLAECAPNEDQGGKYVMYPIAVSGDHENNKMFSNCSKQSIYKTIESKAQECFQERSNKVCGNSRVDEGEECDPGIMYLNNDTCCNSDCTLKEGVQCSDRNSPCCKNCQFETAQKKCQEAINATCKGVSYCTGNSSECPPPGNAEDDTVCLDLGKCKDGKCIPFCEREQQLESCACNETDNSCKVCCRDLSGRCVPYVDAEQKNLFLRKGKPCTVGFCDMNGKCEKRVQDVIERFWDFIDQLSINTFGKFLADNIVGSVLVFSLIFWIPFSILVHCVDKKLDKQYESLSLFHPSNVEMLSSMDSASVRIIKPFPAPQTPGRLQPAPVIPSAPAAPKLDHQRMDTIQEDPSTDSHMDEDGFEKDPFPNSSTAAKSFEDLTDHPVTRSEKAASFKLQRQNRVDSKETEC
hcDAF12 agonist: H. contortus DAF-12 activation, primary screen; 370,000 tested, 1.4% active; HEK293 hcDAF-12 lit1-tk-luc reporter, luminescence; 0% DMSO, 100% Δ7-dafachronic acid; activation, % at 6.8 µM;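 active = activation above the mean of all tested compounds plus 3 SD, cut at about 5.5% in these data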;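 also: 100% = response to 3 µM Δ7-dafachronic acid high control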
ADAM10 inh: inhibits human ADAM10; 370,000 tested, 0.62% active; inhibition, % at 7 µM; recombinant ADAM10, EDANS/DABCYL FRET peptide cleavage, 3 h; O14672;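 active = inhibition above a per-campaign cutoff equal to the mean of compounds falling between control-based bounds plus 3 SD, cut at about 20% in these data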;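 also: 0% = DMSO wells while the 100% control is not disclosed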
ssDAF12 agonist: activators of S. stercoralis DAF-12 nuclear receptor; HEK293 ssDAF-12/GRIP1 lit1-tk-luc reporter, luminescence; % of 3 µM dafachronic acid response; activation, % at 6.8 µM; 370,000 tested, 1% active; AID 652126;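 active = activation above the mean over all tested compounds plus 3 SD, cut at about 0.9% in these data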;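 also: 0% = DMSO-only wells and 100% = 3 µM delta7-dafachronic acid wells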
HGIII-sPLA2 inh: Blocks human group III sPLA2 activity; QFRET BODIPY PC-A2 liposome hydrolysis, fluorescence; inhibition, % at 12.2 µM; 370,000 tested, 0.56% active;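 active = inhibition above mean plus 3 SD of compounds lying within the high and low control bounds, cut at about 19% in these data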;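 also: 0% = median of test compound wells and 100% = no enzyme DMSO wells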
hgDAF12 agonist: activates the H. glycines DAF-12 receptor ligand-binding domain | HEK293 GAL4-hgDAF12 UAS-luciferase reporter, agonist luminescence; normalized to butyrate control | activation, % at 6.8 µM | 370,000 tested, 1.8% active | AID 687014;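 active = activation above a cutoff set at the mean of all screened compounds plus 3 SD, cut at about 10% in these data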;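 also: 0% = DMSO wells and 100% = sodium butyrate wells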
Active calls of the source: *; i = inactive; . = not tested or not shown.

SMILES	PLC-beta3 inh	DAX1 inh-1	GAA850 FXN act	DAX1 inh-2	PLC-gamma1 inh	ADAM17 inh	hcDAF12 agonist	ADAM10 inh	ssDAF12 agonist	HGIII-sPLA2 inh	hgDAF12 agonist
O=C(c1nc2ccccn2c1CN1CCCC(c2nc3ccccc3o2)C1)N1CCCC1 (centres undefined)	-2	-0.8	-0.2	-0.9	-2	-4	0.1	-8	-2.0	-2	0.4
CCN(CC)c1ccc(C=Nc2cc(C)ccc2C)c(O)c1	-40	-0.9	1.3	0.0	-34	-2	-0.5	14	-0.3	-2	-1.8
CCOC(=O)c1c(N2CCCCC2)c2ccccc2[nH]c1=O	2	-0.5	-2.2	0.0	2	-4	-2.3	0	-1.1	5	1.6
CCC(SC1=NCCS1)C(=O)Nc1nnc(-c2ccccc2OC)s1 (centres undefined)	-2	-0.2	1.6	-0.4	2	-2	1.8	-20	-1.2	1	-1.9
CCOc1cccc(=O)c2c(C)n(Cc3ccco3)c(C)c12	-43	0.8	2.7	-0.7	-35	-2	-2.0	-5	-1.5	0	-1.9
CCC(CC)NC(=O)c1cccc(Br)c1	-4	0.6	0.0	-0.6	2	-1	-0.1	-19	-1.1	-3	2.4
COc1ccc(/C=N/NC(=O)CC#N)cc1Oc1nc(Cl)ncc1F	0	-1.1	0.7	-0.7	3	-4	0.4	-1	-0.8	-4	1.0
Cc1ccc(NC(=O)CCC(=O)N/N=C/c2ccc([N+](=O)[O-])o2)cc1C	-11	-1.7	1.7	-2.0	-4	4	-1.3	6	-2.0	2	-5.3
C#CCSc1nnc(-c2sc(-c3ccccc3)nc2C)n1C	-170	-1.1	0.4	0.0	-125	-61	2.2	-220	-0.5	0	3.5
COCCNc1ccc([N+](=O)[O-])cc1C(=O)Nc1cccc(C)n1	-3	-0.5	1.3	-1.0	1	-3	0.4	-5	-1.3	4	-3.9
CC(C)OC(=O)Cn1nnc2c(cnn2-c2ccccc2)c1=O	-18	0.3	1.9	0.2	-19	-3	-0.8	-14	-0.8	4	1.5
Cc1nnc(SCC(=O)Nc2sccc2C(N)=O)s1	-6	0.8	-0.8	-1.6	-2	-1	-0.6	-4	-1.1	-1	0.7

3 compounds out of the list above, arranged by the number in DAX1 inh-2, descending:
compound	DAX1 inh-2
C#CCSc1nnc(-c2sc(-c3ccccc3)nc2C)n1C	0.0
COc1ccc(/C=N/NC(=O)CC#N)cc1Oc1nc(Cl)ncc1F	-0.7
Cc1nnc(SCC(=O)Nc2sccc2C(N)=O)s1	-1.6

New compounds follow:
SMILES	PLC-beta3 inh	DAX1 inh-1	GAA850 FXN act	DAX1 inh-2	PLC-gamma1 inh	ADAM17 inh	hcDAF12 agonist	ADAM10 inh	ssDAF12 agonist	HGIII-sPLA2 inh	hgDAF12 agonist
O=C(C1=C[C@@H](c2ccc(Br)cc2)C[C@@H](OCc2ccc(CO)cc2)O1)N1CCOCC1	1	1.0	0.8	0.1	0	-3	-1.8	-4	-1.4	3	2.2
CN(C)S(=O)(=O)c1cccc(C(=O)NC2CCCc3ccccc32)c1 (centres undefined)	0	0.2	-0.3	-0.5	1	-3	-1.0	0	-1.2	-6	-0.1
CCOC(=O)c1c(C)cc(O)cc1O	4	3.2	0.7	-0.3	3	0	-0.9	-15	-1.0	2	-3.5
C=C(CN(C)C)C(=O)c1cc(C)ccc1C	0	-3.8	-12	-3.3	0	-4	-1.2	-14	-1.3	6	-9.2
COc1ccc(Cl)cc1NC(=O)CCN1C(=O)C2C3C=CC(C4CC34)C2C1=O (centres undefined)	2	0.2	-3.2	-0.3	5	5	1.9	0	-1.2	1	0.2
CN(NS(=O)(=O)c1ccc(Br)cc1)c1nc(C(F)(F)F)nc2ccccc12	2	2.5	-0.7	0.0	6	2	0.8	-6	-1.8	8	-1.8
Cc1ccc(NC(=O)NNC(=O)c2cc3ccccc3cc2O)c(C)c1	-152	0.8	-0.7	3.0	-87	0	-0.4	-3	-0.8	16	-0.4
COC(=O)[C@]12C[C@H](CC(=O)N3CCCC3)C(=O)N(CCC3=CCCCC3)C1=C[C@H](C(C)(C)C)O[C@@H]2C	2	.	.	-1.5	2	-5	-2.8	-5	-0.8	1	-1.0
CCOC(=O)CC(=O)Nc1ccc(Br)cc1C(=O)O	-2	0.0	1.8	0.2	0	-2	-0.6	-3	-1.2	-5	1.3
COCCN(C(=O)CSc1nnc(-c2ccc(C)cc2)n1N)c1c(N)n(Cc2ccccc2)c(=O)[nH]c1=O	-5	0.8	1.7	-0.3	-3	-5	-0.3	1	-1.2	6	2.6
Cc1cc(C)c(S(=O)(=O)N2CCN(C(=O)CC(C)n3nc(C)nc3C)CC2)c(C)c1 (centres undefined)	-2	1.1	0.0	0.3	2	-4	1.6	-8	-0.4	11	0.0
COC(=O)c1cc(S(=O)(=O)NCc2cccs2)c[nH]1	-10	-0.3	0.0	-0.4	-1	-6	-0.4	-9	-1.4	6	-2.7
CSCCC(Nc1ccc(S(=O)(=O)N2CCOCC2)cc1[N+](=O)[O-])C(=O)OCC(=O)NCC(C)C (centres undefined)	-2	1.1	-0.1	0.8	0	2	0.9	-11	-0.7	10	5.3
O=C(CSc1nnc(NC(=O)c2ccccc2F)s1)NCc1ccco1	-10	0.5	3.0	6.3*	-4	0	2.3	6	-0.3	0	7.0
CCOc1ccc(C2OC(=O)Cc3cc(OC)c(OC)cc32)cc1 (centres undefined)	-1	1.2	3.1	0.1	-1	-1	-1.4	7	-1.5	-28	-0.5
COc1ccc(CCN2C(=O)C(O)=C(C(C)=O)C2c2ccccc2OC)cc1OC (centres undefined)	-3	-0.8	3.4	0.1	-6	-3	3.0	-8	-0.4	-10	3.1
Cc1cc(N2C(=O)C(=O)/C(=C(/O)c3ccc(F)cc3)C2c2ccc(F)cc2)no1 (centres undefined)	0	-0.7	-0.7	-0.4	-2	-2	0.8	2	-1.1	-4	-0.8
Cc1ccc2c(c1)C(C)CC(C)(C)N2C(=O)NC1CCCCC1 (centres undefined)	4	0.5	2.3	0.7	-1	-1	-0.4	9	-0.7	-2	0.2
Cc1ccc(S(=O)(=O)NC2=NCN(C3CCCCC3)CN2)cc1	6	0.3	-0.4	0.0	2	-1	0.0	4	0.0	2	0.0
CC(C)(C)NC(=O)C(c1ccc(C#N)cc1)n1c(=O)c(-c2ccccc2)nc2ccccc21 (centres undefined)	-133	.	.	0.4	-97	-84	-1.5	-283	-1.5	8	-1.2
Cc1ccc(NC(=O)CN(C)C(=O)CSc2nc3ccccc3c(=O)n2Cc2ccco2)cc1	4	-1.0	-6.7	0.0	-2	5	-0.8	14	-1.5	-18	-1.1
C/C(=N\NC(=O)C(N)=O)c1ccc(OC(F)F)cc1	2	-0.3	1.8	-0.1	2	0	-1.2	2	-1.1	0	-1.0
O=C(CN(C(=O)c1ccccc1)N1C(=O)CCC1=O)c1cccs1	-5	0.4	0.1	-0.4	-1	-2	1.2	-10	-1.4	-3	1.1
COc1ccccc1Cc1noc(-c2cc(Cl)ccc2OC)n1	-4	-1.0	-0.6	-0.3	-2	-2	-0.8	-2	-0.1	5	-3.7
CCOC(=O)c1cccc(NC(=O)CN2CCN(c3ccc(OC)cc3)CC2)c1	-1	0.2	1.2	-0.3	0	1	-2.4	6	-1.4	3	-3.5
COc1cc(SC)ccc1C(=O)OC(C)C(=O)NC1CCCC1 (centres undefined)	-5	-1.7	2.3	-0.3	3	2	-2.1	1	-2.0	6	-2.0
COc1ccc(S(=O)(=O)N2CCCCC2)cc1NC(=O)CCNC(=O)c1ccco1	-8	1.8	0.9	-0.2	0	-2	-1.2	-10	-1.1	10	-1.0
Nc1nc2ccc(Cl)cc2cc1C(=O)NCCc1ccc(O)cc1	-187	.	.	0.4	-146	-110	2.9	-476	-0.4	-4	-2.2
COc1ccc(C2NCCc3cc(OC)c(OC)cc32)cc1OC (centres undefined)	-45	0.2	-1.6	0.8	-31	0	-0.9	-1	-0.9	6	-0.1
Cc1cc(NC(=O)CSC2=NS(=O)(=O)c3cc(Cl)ccc3N2)no1	-1	-1.3	0.5	-0.8	2	-2	0.8	-3	-1.1	-14	0.7
Cc1cccn2cc(CCNC(=O)c3cccs3)nc12	-8	-1.7	2.3	0.1	0	-5	-0.7	-2	-1.1	4	5.2
O=C(NC(=S)N1CCN(C/C=C/c2ccccc2)CC1)c1cccnc1	-5	-0.9	-0.4	0.1	-1	-2	-0.3	-7	-0.5	9	-0.5
COc1cc2nc(N3CCNCC3)nc(N)c2cc1OC	-44	1.0	4.2	0.0	-37	-182	-0.6	i	-0.8	-1	2.0
CCC(=O)c1cn(CC(=O)O)c2ccccc12	5	0.9	1.8	0.1	-3	-1	-0.2	4	0.2	1	0.4
Cc1ccc(C(=O)Nc2oc(-c3ccccc3)cc2C#N)cc1	-9	-0.5	-0.3	-0.5	-11	-13	-0.4	-22	-1.3	-14	-0.3
O=c1onc(-c2ccccc2)n1-c1cc(Cl)cc(Cl)c1	-9	.	0.4	0.1	-3	-2	-1.2	-2	-1.4	11	0.6
CCOC(=O)c1c(-c2cccs2)csc1NC(=O)CC(C)C	-1	0.6	-1.4	-0.5	-3	-3	-2.5	10	-1.2	-2	-1.4
CCCc1c(C(=O)N/N=C/C(C)=C/c2ccco2)nnn1-c1nonc1N	-18	-0.5	1.9	0.3	-10	3	-2.0	7	-1.5	-4	-0.2
Cc1cccc(-c2n[nH]c(=S)n2/N=C/C=C/c2ccco2)c1	-17	-0.6	-1.0	0.0	-11	1	0.4	-6	-0.3	31*	3.0
O=C(CC1(O)C(=O)N(Cc2ccc3c(c2)OCO3)c2ccccc21)c1ccccc1 (centres undefined)	-1	-1.6	2.9	-0.1	-2	-3	-1.2	9	-1.0	-13	-1.7
O=C(Cn1nnc(-c2ccc(N3CCOCC3)cc2)n1)c1cccc(F)c1	-6	.	.	-0.7	0	1	-1.6	-2	-1.3	-39	-1.3
Cc1ccc(NC(=O)Cn2ncc3ccccc32)c(Cl)c1	-5	0.3	0.7	0.2	0	-1	-0.6	-6	-0.8	10	1.1

Reprinted from the results shown for reference:
SMILES	PLC-beta3 inh	DAX1 inh-1	GAA850 FXN act	DAX1 inh-2	PLC-gamma1 inh	ADAM17 inh	hcDAF12 agonist	ADAM10 inh	ssDAF12 agonist	HGIII-sPLA2 inh	hgDAF12 agonist
O=C(Cn1nnc(-c2ccc(N3CCOCC3)cc2)n1)c1cccc(F)c1	-6	.	.	-0.7	0	1	-1.6	-2	-1.3	-39	-1.3
Cc1ccc(NC(=O)Cn2ncc3ccccc32)c(Cl)c1	-5	0.3	0.7	0.2	0	-1	-0.6	-6	-0.8	10	1.1

Compound activity deposited in PubChem by The Scripps Research Institute Molecular Screening Center.
